# Mtb BioA inh: M. tuberculosis BioA enzyme inhibitors, primary screen, biochemical, plate reader, single point, HTS; 7,8-diaminopelargonic acid synthase BioA (Mycobacterium tuberculosis); purified M. tuberculosis BioA enzyme; inhibition, % at 9.99 µM; hit rate 0.096% among 360,000; AID 602481, 2012; in the data active = inhibition above about 40%; inconclusive = no clear call, values can overlap the other calls
# BoNT F protease: BoNT/F light chain protease inhibitors, primary screen, biochemical, flow cytometry, MLPCN library | hit rate 0.22% among 360,000 | Botulinum neurotoxin type F light chain protease (Clostridium botulinum) | AID 588497, 2011 | Multiplex microsphere protease cleavage assay | inhibition, % at 10 µM; in the data active = inhibition above about 35%, passing the limit was not always enough; inconclusive = no clear call, values can overlap the other calls; also: plate controls were buffer without enzyme for full effect and enzyme alone for no effect
# GDH-TPI counter: GDH-TPI coupling enzyme inhibitors, primary screen, artefact control for M. tuberculosis FBA inhibitor project, biochemical, absorbance, full deck | hit rate 1.2% among 360,000 | inhibition, % at 4.8 µM | GDH-TPI coupled enzyme counterscreen, NADH absorbance; in the data active = inhibition above about 30%;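 also: 0% = DMSO wells and 100% = wells lacking the enzyme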
# BoNT A protease: BoNT/A light chain protease inhibitors, primary screen, biochemical, flow cytometry, MLPCN library; Botulinum neurotoxin type A light chain protease (Clostridium botulinum A str. ATCC 3502); multiplex microsphere protease substrate cleavage; inhibition, % at 10 µM; hit rate 0.17% among 360,000; also: plate controls were buffer without enzyme for full effect and enzyme alone for no effect
# UGM FP inh: M. tuberculosis UGM enzyme inhibitors, primary screen, biochemical, fluorescence polarization, single point. inhibition, % at 10 µM. AID 504406, 2011. purified UGM, fluorescence polarization probe displacement. hit rate 0.06% among 320,000; in the data active = inhibition above about 10%, passing the limit was not always enough; inconclusive = no clear call, values can overlap the other calls
# Target sequence (P9WIQ1 whole entry, looked up): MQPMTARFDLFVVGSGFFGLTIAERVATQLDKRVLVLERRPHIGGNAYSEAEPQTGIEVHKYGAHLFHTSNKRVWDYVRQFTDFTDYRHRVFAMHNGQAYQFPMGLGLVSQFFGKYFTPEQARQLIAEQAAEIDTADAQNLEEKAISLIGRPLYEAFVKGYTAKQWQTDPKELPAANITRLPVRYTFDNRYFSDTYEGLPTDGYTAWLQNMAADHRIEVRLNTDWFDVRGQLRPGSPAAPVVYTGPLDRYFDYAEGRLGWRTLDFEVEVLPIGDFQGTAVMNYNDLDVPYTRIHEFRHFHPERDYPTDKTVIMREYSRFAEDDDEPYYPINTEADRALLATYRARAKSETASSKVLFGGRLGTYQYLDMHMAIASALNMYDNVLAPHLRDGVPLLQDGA
# Anthrax LF prot: Bacillus anthracis LF protease inhibitors, primary screen, biochemical, multiplex microsphere, MLPCN library; multiplex microsphere protease cleavage assay; inhibition, % at 10 µM; Lethal factor (Bacillus anthracis), P15917; hit rate 0.12% among 360,000; also: plate controls were buffer without enzyme for full effect and enzyme alone for no effect
# PfHsp40 rescue: rescue of yeast from PfHsp40 toxicity, primary screen, S. cerevisiae, ATP luminescence | S. cerevisiae expressing PfHsp40, growth rescue | growth rescue, % at 12.5 µM | hit rate 0.68% among 340,000 | AID 504582, 2011; in the data active = growth rescue above about 28%, passing the limit was not always enough; inconclusive = no clear call, values can overlap the other calls;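 also: yeast W303a lacking pdr1 and pdr3 grown in galactose medium; growth measured after three days at 30 °C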
# Mtb FBA inh: Mtb FBA enzyme inhibitors, primary screen, biochemical, fluorescence, strain H37Rv; purified M. tuberculosis FBA, fluorescence read-out; inhibition, % at 1 µM; hit rate 2.3% among 360,000; in the data active = inhibition above about 27%;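 also: 0% = vehicle and 100% = reference inhibitor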
# Target sequence (P9WQA3 whole entry, looked up): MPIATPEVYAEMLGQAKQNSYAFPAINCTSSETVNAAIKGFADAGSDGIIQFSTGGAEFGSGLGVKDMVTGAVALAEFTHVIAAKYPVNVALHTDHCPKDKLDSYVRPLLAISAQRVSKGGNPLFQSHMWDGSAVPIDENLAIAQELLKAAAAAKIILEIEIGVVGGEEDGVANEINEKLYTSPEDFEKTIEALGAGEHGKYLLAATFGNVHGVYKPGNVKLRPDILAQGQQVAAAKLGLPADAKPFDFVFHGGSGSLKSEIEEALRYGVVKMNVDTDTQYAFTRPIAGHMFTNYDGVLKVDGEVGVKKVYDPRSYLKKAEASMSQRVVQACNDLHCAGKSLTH
# FadD28 binding: inhibitors of FadD28 bisubstrate probe binding, primary screen, biochemical, fluorescence polarization, single point. Mycobacterium tuberculosis FadD28 fatty-acid-AMP ligase. inhibition, % at 12.5 µM. hit rate 0.22% among 360,000. AID 588549, 2011; in the data active = inhibition above about 8.5%, passing the limit was not always enough; inconclusive = no clear call, values can overlap the other calls
# Active calls of the source: *; ? = inconclusive; · = not tested or not shown. Rule as the data show it, unless noted: active = inhibition above about 30%; inconclusive = no clear call, values can overlap the other calls; inactive = below that.
SMILES,Mtb BioA inh,BoNT F protease,GDH-TPI counter,BoNT A protease,UGM FP inh,Anthrax LF prot,PfHsp40 rescue,Mtb FBA inh,FadD28 binding
COc1ccc(NC(=S)NCCSc2ccc(C)cc2)c(OC)c1,-0.9,12,4,0.5,-0.7,-6,6.9,0,-0.1
Cc1cc(Br)ccc1NC(=O)CN(C)C(=O)CN1C(=O)NC(C)(C2CC2)C1=O (configuration not stated),0.9,-1,-4,-1.1,-1.2,2,0.0,2,-1.2
COc1ccc([N+](=O)[O-])cc1NC(=O)Cn1ccc(C(F)(F)F)n1,-0.7,0,6,-0.9,-2.6,-4,-1.9,-3,-1.2
Cc1cc(OCC(=O)OCC(=O)Nc2cc(S(=O)(=O)N3CCOCC3)ccc2Cl)ccc1Cl,-0.8,-17,0,-0.8,-0.2,-8,3.1,-1,-0.8
O=C(Cn1nc2ccccc2n1)N/N=C/c1ccc(F)cc1,·,·,-3,·,-0.8,·,1.0,1,0.2
O=C(C1=NOC(CNc2ncc(C(F)(F)F)cc2Cl)C1)N1CCOCC1 (configuration not stated),-0.1,-7,10,-0.9,-2.4,1,0.9,2,-0.6
O=C1OC(/C(=C\Nc2ccccc2)[N+](=O)[O-])c2ccccc21 (configuration not stated),-0.1,1,17,2.3,-0.4,4,-0.1,1,1.4
COc1cccc(CNc2ccc([N+](=O)[O-])cc2C)c1,2.0,-6,2,-0.8,0.1,1,0.4,-5,-3.7
CCOC(=O)C1=C(C)NC2(O)c3ccccc3C(=O)C12O (configuration not stated),0.1,-9,16,-1.5,1.7,-3,-1.2,0,0.2
Cc1cc(C)n(C(=O)Cn2nc(C)c(Cl)c2C)n1,-1.4,·,13,·,-0.6,·,-0.1,1,1.1
CN1C(=O)SC(Nc2ccc(F)cc2)C1=O (configuration not stated),0.1,-3,-2,-0.4,-2.5,-1,-0.7,0,-0.9
Cc1ccc(C2(C)NC(=O)N(CC(=O)Nc3ccc(N4CCOCC4)cc3N3CCOCC3)C2=O)cc1 (configuration not stated),0.1,-9,-6,2.2,0.7,-3,-0.8,1,-3.0
Cc1c(NS(=O)(=O)c2ccc(F)cc2)c(=O)n(-c2ccccc2)n1C,-4.1,3,-1,3.9,-0.5,2,1.2,-1,0.1
CCC(=O)c1c[nH]c(C(=O)NCc2cccc(C(F)(F)F)c2)c1,-4.4,-7,5,2.0,1.5,-3,0.1,79*,-0.7
O=C(CCl)NC(=O)NC12CC3CC(CC(C3)C1)C2,-1.2,-2,-3,-0.3,-3.0,-3,1.6,-1,3.4
O=C(NCc1ccccc1)N[C@@H](Cc1ccccc1)C(=O)O,·,-5,8,?,2.6,-3,0.7,2,0.1
Cc1cccc(-c2nc(CSCC(=O)NCc3cccs3)c(C)o2)c1,0.3,-12,5,-0.1,0.9,-7,1.3,-8,-3.3
CCn1c(COc2ccc3ccccc3c2C)nnc1SCC(=O)Nc1cccc(C(=O)O)c1,0.9,-5,0,-0.5,3.3,-8,1.1,3,-2.3
CN1CCN(c2ccc(S(C)(=O)=O)cc2[N+](=O)[O-])CC1,-0.1,-6,-1,0.7,1.8,0,-0.7,0,-3.7
CC(CNCC1CCCO1)COc1ccccc1 (configuration not stated),-2.0,·,3,·,0.4,·,0.0,2,0.3
FC(F)(F)c1cc(C(F)(F)F)c2ccc(Oc3ccccc3)nc2n1,-4.8,-2,17,1.0,-0.2,0,-0.7,-2,-2.2
CC(C)(C#CC(O)(c1ccccc1)c1ccccc1)N1CCCCC1,0.0,?,-7,-2.1,-3.1,14,-0.3,-2,-1.4
Cc1c(NC(=O)c2ccccc2F)c(=O)n(-c2ccccc2)n1C,·,0,14,?,0.0,2,-0.1,4,1.4
Cc1nc2cc3sc(C)nc3cc2s1,-1.1,-10,1,-0.4,1.0,-3,0.7,1,-0.9
CC1=C/C(=N\S(=O)(=O)c2ccccc2)C(C(C)C)=CC1=O,·,6,-1,1.2,-1.5,-1,0.3,1,-3.9

# Other results follow:
SMILES,Mtb BioA inh,BoNT F protease,GDH-TPI counter,BoNT A protease,UGM FP inh,Anthrax LF prot,PfHsp40 rescue,Mtb FBA inh,FadD28 binding
Nc1nc(Br)c2ccccc2c1-c1ccc(F)cc1,·,0,-5,1.6,1.6,-1,0.7,8,-0.4
O=C(Nc1ccccc1N1CCOCC1)c1cc(-c2ccco2)nc2ccccc12,·,6,21,0.5,0.4,-5,-1.5,3,0.4
O=C(N/C(=C\c1ccccc1)C(=O)N1CCN(CCO)CC1)c1ccccc1,-0.9,-10,1,-0.4,0.1,-3,-0.8,-2,-3.2
O=C(Nc1nnc(SCc2ccccc2)s1)C1=COCCO1,1.8,-8,16,-3.8,2.5,3,2.3,4,-0.5
CC(=O)c1cccc(NC(=S)NC(=O)CC(C)(C)C)c1,1.1,-8,-1,-3.7,-0.7,-1,0.8,8,-5.3
CC(=O)N1/C(=C/c2ccc(N(C)C)cc2)C(=O)c2ccccc21,·,-7,2,0.9,·,-5,17,-16,-0.5
Cc1cc(C)c(S(=O)(=O)Nc2cc(C)on2)c(C)c1,4.9,·,0,·,-1.3,·,-1.1,1,-0.8
CC(=O)Nc1ccccc1OCC(=O)c1cc(C)n(Cc2cccs2)c1C,5.2,-5,4,-1.6,2.1,-7,-0.2,3,-2.6
CCCCCn1cnc2c(=S)nc(N)[nH]c21,-1.3,-9,23,-3.0,·,15,-0.3,5,-4.7
CCCCNC(=O)c1cccc(NC(=O)C(=O)c2ccccc2NC(C)=O)c1,2.4,-1,2,0.3,-0.9,1,-0.5,2,-1.5
COc1cccc(C(=O)/C=C/c2ccc(N3CCCCC3)c([N+](=O)[O-])c2)c1,-1.0,-12,2,-0.7,-2.9,-1,0.0,-8,-4.0
Cc1ccc(NC(=O)CCC(=O)NN=Cc2ccc(C)o2)c(C)c1,-0.7,-1,-6,-0.2,·,-3,·,0,-3.7
CN(C)N1C(N)=C(C#N)C(c2ccc(Br)cc2)C2=C1CC(C)(C)CC2=O (configuration not stated),2.4,-25,1,-0.3,1.7,8,0.3,-2,-2.3
CC(C(=O)OCn1nnc2ccccc2c1=O)N1C(=O)c2ccccc2C1=O (configuration not stated),-2.1,-1,-10,-1.2,0.9,5,-0.2,3,-0.6
COc1cc(C(=O)NCC(c2ccco2)N2CCOCC2)cc(OC)c1OC (configuration not stated),-0.2,-8,1,-2.9,-1.4,-4,-1.1,-1,-0.3
CCCN1C2CCCC1CC(NC(=O)Nc1cccc(C(C)=O)c1)C2 (configuration not stated),·,11,2,1.4,-2.1,0,-0.2,-2,-1.8
CCN1C(=O)C(CC(=O)Nc2ccc(OC)cc2)N(CCCN2CCN(c3ccc(F)cc3)CC2)C1=S (configuration not stated),-0.1,5,-4,-0.7,4.7,-6,0.5,2,-0.5
CN(c1ccccc1)c1nc(N)c(C#N)c(CC#N)c1C#N,7.0,5,24,0.1,1.2,-4,-1.2,1,-0.1
COc1ccccc1N1CCN(CCc2ccccc2)CC1,-0.5,?,3,-2.9,-1.1,18,-0.9,-3,-1.0
COCC(=O)Nc1sc2c(c1C(=O)OC)CCC(C)C2 (configuration not stated),1.8,-1,-6,-0.5,-0.2,-13,1.4,1,-4.5
CC1=C(C(=O)N(C)C)CC(CC(=O)NCC2CCCCC2)C(=O)N1Cc1ccc(F)cc1 (configuration not stated),7.5,2,·,0.0,·,-3,·,0,-1.0
CC1(C)Cn2c(nnc2-c2ccccc2)S1,0.0,0,3,-0.5,-0.7,0,-0.3,1,-1.3
CCC1Oc2ccccc2N(CC(=O)Nc2ccccc2OC)C1=O (configuration not stated),0.7,5,5,?,-5.0,-1,0.0,-1,-4.5
CCC(C)[C@H](NC(=O)Nc1ccc(C)cc1C)C(=O)O (some centres not stated),0.4,-3,-9,-0.2,0.9,-6,-0.3,1,-2.1
COc1ccc(/C=N/Nc2cc(C)nc(-n3nc(C)cc3C)n2)cc1,·,-6,17,-0.4,-2.7,-1,272*,4,-4.3

# Some entries already given, showing only Anthrax LF prot and UGM FP inh.
Molecule | Anthrax LF prot | UGM FP inh
CN(c1ccccc1)c1nc(N)c(C#N)c(CC#N)c1C#N | -4 | 1.2
CC(C(=O)OCn1nnc2ccccc2c1=O)N1C(=O)c2ccccc2C1=O (configuration not stated) | 5 | 0.9
O=C(N/C(=C\c1ccccc1)C(=O)N1CCN(CCO)CC1)c1ccccc1 | -3 | 0.1
Cc1cc(C)c(S(=O)(=O)Nc2cc(C)on2)c(C)c1 | · | -1.3

# Remaining list, next part
SMILES,Mtb BioA inh,BoNT F protease,GDH-TPI counter,BoNT A protease,UGM FP inh,Anthrax LF prot,PfHsp40 rescue,Mtb FBA inh,FadD28 binding
CCCCc1nnc(NC(=O)Cc2ccc(OC)c(S(=O)(=O)N3CCOCC3)c2)s1,·,4,-1,4.8,-2.0,2,·,3,-0.9
CC(C)c1nc2n[nH]c(N)c2c2c1CSC(C)(C)C2,·,-12,1,-0.6,1.9,0,-1.4,3,-1.8
CCc1cccc(NC(=O)CN(C)S(=O)(=O)c2cnc[nH]2)c1,3.6,6,1,0.1,1.1,-4,-1.1,-1,2.9
COc1ccc(OC)c(N2C(=O)NC(=O)/C(=C\c3ccc([N+](=O)[O-])s3)C2=O)c1,1.5,-4,8,0.2,1.8,-3,-0.9,0,23*
O=C(NCc1ccc(/C=N\NC(=O)C(=O)Nc2ccccc2Br)o1)C(=O)Nc1ccccc1,0.0,-9,18,-7.3,-1.6,2,-0.1,1,-0.9
COc1cccc(C2C(C(=O)OC(C)C)=C(C)N=c3s/c(=C\c4ccc(C(=O)O)cc4)c(=O)n32)c1 (configuration not stated),·,-1,11,1.0,-1.8,-6,4.4,1,6.8
O=C(CN1C(=O)c2ccccc2C1=O)NCCOc1ccccc1,·,?,7,-6.1,0.7,-20,3.3,2,-1.0
CCCCC(C(=O)NC1CCCC1)N(C(=O)c1snc(C(N)=O)c1N)c1ccc(C)cc1 (configuration not stated),-0.9,2,14,-2.6,0.5,1,-1.6,-3,-1.9
O=C(N/C(=C\c1ccc2c(c1)OCO2)C(=O)N1CCOCC1)c1ccccc1Br,0.2,1,8,1.6,0.5,-2,-0.9,-1,·
CCN(C(=O)COC(=O)/C=C/c1nc2ccccc2s1)c1c(N)n(Cc2ccccc2)c(=O)[nH]c1=O,-1.1,-7,30,-1.0,·,-10,-0.9,8,-2.0
Cc1nc(CN2CCCCC2)c(O)c(=O)[nH]1,·,-2,5,-0.4,·,2,-0.1,-1,-0.7
COCCC1CCCCN1C(=O)c1ccc(OC)c(OC2CCN(C(C)=O)CC2)c1 (configuration not stated),0.8,6,3,1.1,-0.6,0,-1.1,4,-1.1
O=C(NCc1cccnc1)c1ccc(CS(=O)(=O)c2ccc(Cl)cc2)o1,-0.8,·,1,·,2.3,·,-1.0,1,0.3
COc1ccccc1CNC(=O)CNC(=O)c1cn(-c2ccccc2OC)c(=O)c2ccccc12,-0.3,-7,10,-0.8,-0.8,-3,0.1,2,-3.8
CC1(C)CC(=O)C=C(c2cn[nH]n2)C1,0.2,0,22,0.3,·,4,·,-1,0.1
Cn1cccc1/C=N\NC(=O)C1COc2ccc(C(C)(C)C)cc2O1 (configuration not stated),-0.7,-8,22,-2.2,-1.6,-2,1.3,3,-0.5

# In a second layout: 2 of the compounds above
Structure	Mtb BioA inh	BoNT F protease	GDH-TPI counter	BoNT A protease	UGM FP inh	Anthrax LF prot	PfHsp40 rescue	Mtb FBA inh	FadD28 binding
O=C(NCc1cccnc1)c1ccc(CS(=O)(=O)c2ccc(Cl)cc2)o1	-0.8	·	1	·	2.3	·	-1.0	1	0.3
COc1ccccc1CNC(=O)CNC(=O)c1cn(-c2ccccc2OC)c(=O)c2ccccc12	-0.3	-7	10	-0.8	-0.8	-3	0.1	2	-3.8

# Screening data from PubChem.
